# CF NFkB inh: inhibitors of cystic fibrosis induced NF-kB; KKLEB NF-kB-GFP reporter, PAF-induced, GFP fluorescence overnight; inhibition, % at 5 µM; 0.86% of 360,000 active;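 active = at least 50% inhibition at 5 µM, scaled per plate between neutral and stimulator controls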;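 note: PAF is a Pseudomonas aeruginosa culture filtrate used as stimulus; plate controls were PAF-stimulated DMSO wells for no effect and unstimulated DMSO wells for full effect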
# iPSC survival up: hiPSC single-cell survival enhancement; ATPlite luminescence; 100% = ROCK inhibitor wells, 0% = DMSO; survival enhancement, % at 20 µM; 0.044% of 360,000 active; in the data active = survival enhancement above about 18%;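 note: cells exposed to compounds for 16 hours before the ATP read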
# NR2E3 ag-1: activates human photoreceptor nuclear receptor NR2E3; Q9Y5X4; GST-NR2E3/biotin-RetCOR TR-FRET, 1536-well; inhibition of corepressor binding, % at 4.78 µM; 0.12% of 320,000 active; AID 2300;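 active = percent inhibition above the cutoff of mean plus 3 SD of all tested compounds, set per screening campaign, cut at about 20% in these data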;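 note: 0% = DMSO wells and 100% = biotin wells as full block of FRET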
# Target sequence (Q9Y5X4 whole entry, looked up): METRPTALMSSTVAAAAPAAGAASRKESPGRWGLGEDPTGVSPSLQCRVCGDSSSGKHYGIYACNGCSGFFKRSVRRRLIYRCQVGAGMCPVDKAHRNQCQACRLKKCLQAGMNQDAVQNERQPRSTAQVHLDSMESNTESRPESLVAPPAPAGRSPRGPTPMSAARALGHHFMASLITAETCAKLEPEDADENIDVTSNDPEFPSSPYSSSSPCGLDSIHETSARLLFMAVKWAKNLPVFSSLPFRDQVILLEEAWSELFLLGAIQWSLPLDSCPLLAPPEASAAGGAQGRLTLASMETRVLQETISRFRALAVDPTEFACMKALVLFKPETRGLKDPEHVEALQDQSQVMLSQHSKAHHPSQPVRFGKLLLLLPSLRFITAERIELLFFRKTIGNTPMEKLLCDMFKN
#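 Test system – NR2E3–RetCOR corepressor complex · Quantity – NR2E3 fusion 1.35 nM · Buffer or medium – Tris pH 7.5 · Incubation – Compound–protein incubation for 5 h at 4 °C · Technique – TR-FRET, Eu(K)-anti-GST donor, streptavidin-D2 acceptor, ex 340, em 617/671 nm · Evaluation – percent inhibition of 671/617 nm emission ratio versus biotin and DMSO controls · Plate – 1536-well format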
# HIF-2a block: HIF-2a inhibition; 786-0 RCC cells HIF-2a reporter, luciferase luminescence, overnight; inhibition, % at 18.8 µM; 0.72% of 360,000 active; AID 624352;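 active = inhibition of the luminescence signal of 40% or more relative to plate controls, in a single-dose primary screen at 18.75 µM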
# Peg3 promoter: inhibitors of Peg3 promoter; HeLa PEG-Prom luciferase reporter, luminescence, overnight; inhibition, % at 20 µM; 1.7% of 360,000 active; AID 588405;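 active = inhibition of at least 50% at 20 µM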
# MITF TRPM1 inh: inhibitors of MITF-driven TRPM1 promoter in melanoma cells. inhibition, % at 12.5 µM. 0.83% of 330,000 active. SK-MEL-5 TRPM1 promoter luciferase, 24 h;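 active = mean inhibition across replicates of 60% or more, whatever share of single replicates reaches that level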; note: values of inactives mirror those of a sister screen read the other way
# aDG glyco act: alpha-DG glycosylation activation; 0.22% of 360,000 active; activation, % at 10 µM; Pro5-aDG cells, alpha-DG glycosylation AlphaScreen (IIH6); 0% Pro5, 100% B10-LARGE cell signal;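 active = activation of at least 8% versus controls, or a plate z-score of at least 8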;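 note: Pro5 are CHO cells carrying HIG-tagged alpha-DG that lacks glycosylation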
# KKLEB cytotox: counter-screen for CF NF-kB inhibitors: cytotoxicity | activity change (cytotoxicity), % at 5 µM | 0.36% of 360,000 active | KKLEB CF airway cells viability, ATPlite luminescence, overnight; hits give low values; cells stimulated with P. aeruginosa culture filtrate;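 active = corrected activity change at or below -50% at 5 µM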
# Shn3 inh set2: Schnurri-3 reporter inhibition in Clone20 osteoblasts | Clone20 osteoblast Shn3 3'UTR firefly luciferase, 24 h | inhibition, % at 12.5 µM | 0.52% of 360,000 active | AID 588674;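 active = mean inhibition of at least 75% with every replicate also reaching 75%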;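 note: 0% = median of neutral control wells and 100% = pilot-screen positive control compound; some compounds past the cut are filed as inactive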
# NR2E3 ag-2: human photoreceptor-specific nuclear receptor agonism | 0.35% of 360,000 active | CHO-S Gal4-NCOR/VP16-NR2E3 two-hybrid, luciferase | AID 602229 | inhibition of corepressor binding, % at 3.98 µM | Q9Y5X4;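 active = inhibition above the mean of all tested compounds plus 3 SD, cut at about 70% in these data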;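 note: 0% = DMSO with NR2E3 transfected cells and 100% = cells lacking NR2E3 construct; higher means lower luciferase signal from less NR2E3 corepressor binding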
# TWEAK Fn14 block: blocks TWEAK-Fn14 interaction in a reporter cell assay; inhibition, % at 10 µM; 2% of 360,000 active; TWEAK-stimulated Fn14 reporter cells, luciferase luminescence, 8 h; in the data active = inhibition above about 50%
# * hit, by the source's call; x = no result given.
No.	SMILES	CF NFkB inh	iPSC survival up	NR2E3 ag-1	HIF-2a block	Peg3 promoter	MITF TRPM1 inh	aDG glyco act	KKLEB cytotox	Shn3 inh set2	NR2E3 ag-2	TWEAK Fn14 block
1	NC(=O)c1cnc(Cc2c[nH]c3ccccc23)c(I)c1	7	2.7	x	19	12	x	0.0	0	15	-3	7
2	CCN(CC(=O)Nc1c(F)cccc1F)C(=O)c1ccc(COc2ccccc2)cc1	1	0.0	-2	-93	-96	-25	0.3	-13	0	-10	-4
3	CC(=O)c1c(C)[nH]c(C(=O)OCc2csc(CC(=O)Nc3ccccc3C)n2)c1C	-4	-4.4	x	-8	-3	20	1.1	5	57	43	31
4	O=C(O)c1cccc(NC(=O)c2cn(-c3ccccc3)nc2-c2cc3ccccc3o2)c1	8	1.6	-1	-131	-75	-4	-0.3	16	-18	-34	-2
5	Clc1ccc(CO/N=C/c2c(-c3ccccc3)nc3n2CCS3)c(Cl)c1	10	6.1	6	7	17	-21	0.1	6	26	-4	9
6	CCO/N=C(/c1nonc1N)N1CCN(c2ccc([N+](=O)[O-])cc2)CC1	4	-1.9	2	8	18	-10	0.6	-6	24	3	7
7	Cc1cccc(NC(=O)CCC2CCN(Cc3nccs3)CC2)c1	9	-0.2	3	1	1	-6	-0.2	-2	-3	12	-4
8	COC(=O)Cc1ccc(NC(=S)NCc2ccccc2Cl)cc1	3	-1.4	11	20	-3	2	0.3	-1	19	-11	-15
9	Cn1c(=O)c2c(ncn2Cc2ccc(Cl)c(Cl)c2)n(C)c1=O	0	0.6	6	-3	21	16	3.4	6	80	19	-18
10	COc1ccccc1-c1sc2ccccc2c1-c1ccc(OCCN2CCCCC2)cc1	21	2.3	x	7	91*	2	0.5	-5	55	18	-13
11	CCN1C(=O)[C@H]2[C@@H](c3ccc(-c4ccc(OC)cc4)cc3)N[C@@](C)(C(=O)OC)[C@H]2C1=O	-4	0.3	1	-6	-3	3	0.3	-9	-24	12	1
12	COC(=O)c1sc(NC(=S)NNC(=O)c2c(Br)c(C)nn2C)c(C(=O)OC)c1C	-19	-0.3	62*	-32	25	3	0.5	-6	5	-2	11

# Ordered by SMILES length (largest number first): 8 of the compounds above
No.	SMILES	CF NFkB inh	iPSC survival up	NR2E3 ag-1	HIF-2a block	Peg3 promoter	MITF TRPM1 inh	aDG glyco act	KKLEB cytotox	Shn3 inh set2	NR2E3 ag-2	TWEAK Fn14 block
11	CCN1C(=O)[C@H]2[C@@H](c3ccc(-c4ccc(OC)cc4)cc3)N[C@@](C)(C(=O)OC)[C@H]2C1=O	-4	0.3	1	-6	-3	3	0.3	-9	-24	12	1
4	O=C(O)c1cccc(NC(=O)c2cn(-c3ccccc3)nc2-c2cc3ccccc3o2)c1	8	1.6	-1	-131	-75	-4	-0.3	16	-18	-34	-2
6	CCO/N=C(/c1nonc1N)N1CCN(c2ccc([N+](=O)[O-])cc2)CC1	4	-1.9	2	8	18	-10	0.6	-6	24	3	7
2	CCN(CC(=O)Nc1c(F)cccc1F)C(=O)c1ccc(COc2ccccc2)cc1	1	0.0	-2	-93	-96	-25	0.3	-13	0	-10	-4
5	Clc1ccc(CO/N=C/c2c(-c3ccccc3)nc3n2CCS3)c(Cl)c1	10	6.1	6	7	17	-21	0.1	6	26	-4	9
9	Cn1c(=O)c2c(ncn2Cc2ccc(Cl)c(Cl)c2)n(C)c1=O	0	0.6	6	-3	21	16	3.4	6	80	19	-18
7	Cc1cccc(NC(=O)CCC2CCN(Cc3nccs3)CC2)c1	9	-0.2	3	1	1	-6	-0.2	-2	-3	12	-4
8	COC(=O)Cc1ccc(NC(=S)NCc2ccccc2Cl)cc1	3	-1.4	11	20	-3	2	0.3	-1	19	-11	-15

# (further entries)
No.	SMILES	CF NFkB inh	iPSC survival up	NR2E3 ag-1	HIF-2a block	Peg3 promoter	MITF TRPM1 inh	aDG glyco act	KKLEB cytotox	Shn3 inh set2	NR2E3 ag-2	TWEAK Fn14 block
13	COc1ccc(CCNC(=O)CCCn2c(=O)c3cccn3c3cccnc32)c(OC)c1OC	10	-0.1	-1	0	4	-1	-0.7	-1	11	-8	-24
14	COc1cccc(/C=N/n2c(-c3n[nH]c4c3CCC4)n[nH]c2=S)c1O	6	-2.1	-1	19	-63	-8	-0.2	0	6	17	-5
15	COc1ccc(Cl)cc1C(=O)NNC1CC(=O)N(Cc2ccc(Cl)cc2)C1=O (centres undefined)	-7	1.5	1	16	12	8	0.3	4	12	-3	0
16	CCN1CCN(C(=O)CN(c2cc(OC)ccc2OC)S(C)(=O)=O)CC1	-10	-0.6	-2	13	17	9	-0.1	-3	0	1	10
17	CCC(=O)c1ccc(OCC(=O)N(C)CC(=O)Nc2cccc(F)c2)cc1	-18	-2.0	2	11	10	7	-0.1	20	1	21	-7
18	C[C@H](CO)N1C[C@H](C)[C@@H](CN(C)S(=O)(=O)c2cccs2)Oc2ccc(NC(=O)Cc3ccccc3)cc2C1=O	-20	-0.3	x	6	-4	5	-0.1	12	2	15	-5
19	COc1ccc(/C=N/n2c(C)nnc2C)c(OC)c1OC	-16	0.2	-2	12	-18	20	0.9	5	-18	4	-20
20	O=C(CN1C(=O)C2C3C=CC(C4CC34)C2C1=O)Nc1cccc2ncccc12 (centres undefined)	7	-0.2	-1	-13	3	2	0.2	-10	23	-33	-6
21	CCOc1ccc2ccccc2c1C1NC(=O)N(C)C(C)=C1C(=O)OCCOC (centres undefined)	2	0.1	-1	5	4	-3	-0.1	-5	7	9	0
22	COc1cc(C(=O)C(=O)c2ccc(OC)c(OC)c2)ccc1O	28	3.6	x	3	1	-2	0.1	-24	-10	14	13
23	C/C(=N/NC(=O)CNC(=O)c1cccnc1)c1cccc([N+](=O)[O-])c1	6	-0.5	-2	13	4	-7	0.3	6	-21	-1	-8
24	COc1ccc(C2CC(c3ccc(OC)cc3)n3nc(NS(C)(=O)=O)nc3N2)cc1 (centres undefined)	-5	0.4	1	10	11	3	-0.2	1	-1	23	2
25	CC(=O)Nc1cc(NC(C)=O)cc(C(=O)NCC2(N3CCOCC3)CCCCC2)c1	-5	1.2	x	2	-1	-1	-0.2	9	4	4	0
26	O=C(NN1C(=O)c2ccccc2NC1c1ccoc1)c1ccccc1 (centres undefined)	-15	-0.9	-4	-52	-33	-10	-0.1	1	-11	-42	0
27	COCCn1c(N)c(N(Cc2ccccc2)C(=O)c2cc(=O)[nH]c3ccccc23)c(=O)[nH]c1=O	8	-0.4	x	14	4	x	-0.1	-3	13	-4	3
28	Cc1ccnc(SCc2ccc(C(=O)O)cc2)n1	-3	4.0	1	15	-2	-6	-0.1	-1	-2	40	108*
29	Cc1noc(C)c1CCC(=O)O	6	-2.0	2	9	1	-13	-0.2	-11	-5	14	-3
30	CCN(CC)CCn1c(NC(=O)c2ccc(C)cc2)nc2ccccc21	-1	-0.6	-1	-186	-157	-4	0.2	-8	-6	-57	-28
31	O=C(c1cc([N+](=O)[O-])ccc1Cl)N1CCN(c2ccc(F)cc2)CC1	1	-1.2	-1	11	6	0	0.1	16	8	-3	10
32	FC(F)Oc1ccc(NC(=S)NCc2ccccc2)cc1	2	-2.1	1	-34	-20	-8	0.4	3	-72	-4	-16
33	CC(=O)NC1=NN(C(C)=O)C2(S1)C(=O)N(C(C)=O)c1ccc(C)cc12 (centres undefined)	10	0.0	1	8	0	-8	-0.1	12	0	-8	-4
34	O=C(CSc1nnc(Cc2cc(=O)[nH]c(=O)[nH]2)n1-c1ccc(F)cc1)NC1CCCC1	1	0.7	2	6	-1	-1	-0.3	2	0	-7	-9
35	Cc1ccc(C(=O)Nc2nnc(SCC(=O)N3CCCc4ccccc43)s2)cc1	3	-3.1	1	34	0	32	-0.1	-97*	-11	-127	55*
36	O=C(NCC(c1cccs1)N1CCOCC1)c1ccc(Cl)c(S(=O)(=O)N2CCOCC2)c1 (centres undefined)	-5	-0.3	0	4	-2	8	-0.1	2	3	-3	3
37	COc1ccc(/C=N/NC(=O)C(C)n2cnc3ccccc3c2=O)cc1OC (centres undefined)	-2	1.8	-3	21	14	-5	0.1	0	-39	-10	-15
38	Cc1ccc(CCNC(=O)CN2C(=O)COc3ccc(S(=O)(=O)N4CCCCC4)cc32)cc1	-10	-0.1	-3	9	17	-9	0.0	-2	-1	-13	21
39	O=S(=O)(Cc1ccc(Cl)cc1)NCC1CCCO1 (centres undefined)	12	-1.6	0	12	8	3	0.0	7	-6	8	0
40	CCC(C)NC(=O)CSc1nc2ccccc2c(=O)n1CCCN1CCCCC1 (centres undefined)	-1	0.1	2	14	8	-4	0.0	-1	-9	-11	-24
41	Cc1ccc(C)c(N2CCN(S(=O)(=O)c3ccc4c(c3)NC(=O)CS4)CC2)c1	3	-0.2	-1	6	16	15	1.1	1	30	19	33
42	Cc1ccc(C)c(NC(=S)NC(NC(=O)/C=C/c2ccccc2)C(Cl)(Cl)Cl)c1 (centres undefined)	-9	0.3	-1	16	39	42	0.2	-4	79	9	55*
43	CN1CCOCCOCCN(C)C(=O)N2CCOCCOCCN(CCOCC2)C1=O	6	0.4	-1	18	17	-7	0.1	2	13	-14	-3
44	CC(C)C(N)c1csc(Nc2ccccn2)n1 (centres undefined)	-5	-0.7	x	-22	-5	x	-0.2	-14	-13	-43	0
45	Cc1cc2c(s1)c1cnn(Cc3ccccc3F)c(=O)c1n2C	-11	-0.2	6	7	0	0	0.4	-1	6	-17	13
46	NC(=O)c1ccc(Oc2cccc3cccnc23)c([N+](=O)[O-])c1	-25	0.1	9	5	1	-5	0.1	7	17	-42	-8
47	COc1ccc(NS(=O)(=O)c2ccc(N3C(=O)CCC3=O)cc2)cc1	-6	-2.6	0	13	5	1	-0.4	-13	13	-7	-11
48	Cc1cc(NC(=O)CSc2nc(C(C)C)nc3ccccc23)no1	26	-1.7	3	28	39	27	0.6	-10	10	9	27
49	COc1ccc(CCCNC(=O)C2Cc3c(-c4ccc(NC(C)=O)cc4)ccnc3O2)cc1 (centres undefined)	-10	0.5	x	8	32	x	-0.2	5	-6	-4	-6
50	Cc1ccc(C)c(NC(=O)C2CCCN2/C=C/C(=O)C(F)(F)F)c1 (centres undefined)	8	1.2	-2	21	13	0	-0.1	-3	-27	-10	-12

# Rows were taken by chance. Share with any hit: about 4.4%.
